# Ba/F3 V617F tox = reduced viability of JAK2V617F-dependent Ba/F3 cells, primary screen, JAK2V617F inhibitor project, cell-based, Ba/F3 EpoR-JAK2V617F, luminescence; AID 1446, 2008; ATP luminescence; inhibition, % at 5.6 µM; hit rate 1.1% among 220,000;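 active means inhibition above the campaign mean plus 3 SD over all tested compounds, cut at about 24% in these data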;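 further: cytokine-independent growth of Ba/F3 cells driven by EpoR plus mutant JAK2; 0% = DMSO-treated cells and 100% = JAK inhibitor I control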
# NCF1 inh = p47phox/p22phox peptide binding inhibitors, primary screen, biochemical, uHTS, NADPH oxidase regulatory subunit; AID 1274, 2008; inhibition, % at 24.7 µM; fluorescence polarization, 2 h; hit rate 0.53% among 220,000; Neutrophil cytosol factor 1 (Homo sapiens), P14598;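 active means inhibition above about 30%, limit read from the data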;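 further: 0% = p47phox with labelled peptide and 100% = labelled peptide alone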
# NPY1 pot ag = NPY-Y1 receptor potentiators or agonists, primary screen, cell-based. Neuropeptide Y receptor type 1 (Homo sapiens), P25929. NPY-Y1 expressing cells, potentiator/agonist activation. activation, % at 3.6 µM. hit rate 0.37% among 220,000; in the data active means activation above about 33%, passing the limit was not always enough;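 further: cells stimulated with NPY at EC10 then isoproterenol at EC100; 0% = low agonist plus stimulus and 100% = saturating agonist plus stimulus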
# Target sequence (P25929 whole entry, looked up): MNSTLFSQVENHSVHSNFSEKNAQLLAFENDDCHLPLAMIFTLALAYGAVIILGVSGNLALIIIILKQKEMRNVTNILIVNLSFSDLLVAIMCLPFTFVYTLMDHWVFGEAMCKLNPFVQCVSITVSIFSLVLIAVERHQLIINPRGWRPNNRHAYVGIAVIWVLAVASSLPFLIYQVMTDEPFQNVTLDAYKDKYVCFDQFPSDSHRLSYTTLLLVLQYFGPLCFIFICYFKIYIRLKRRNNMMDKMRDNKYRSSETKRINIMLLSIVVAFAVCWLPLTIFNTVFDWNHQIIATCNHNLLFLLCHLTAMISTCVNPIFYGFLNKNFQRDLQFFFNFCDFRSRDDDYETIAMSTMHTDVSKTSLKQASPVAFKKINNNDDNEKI
# S1P4 antag = S1P4 receptor antagonists, primary screen, cell-based; Sphingosine 1-phosphate receptor 4 (Homo sapiens), O95977; inhibition, % at 4.98 µM; S1P4-expressing cells, antagonist mode, reporter read-out; hit rate 0.26% among 220,000; AID 1510, 2009; in the data active means inhibition above about 29%;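 further: 0% = wells stimulated with agonist and 100% = vehicle wells without agonist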
# S1P4 ag = S1P4 receptor agonists, primary screen, cell-based. S1P4-expressing cell line, agonist reporter assay. AID 1509, 2009. Sphingosine 1-phosphate receptor 4 (Homo sapiens), O95977. activation, % at 4.98 µM. hit rate 0.35% among 220,000; in the data active means activation above about 11%;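 further: 0% = DMSO vehicle and 100% = reference agonist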
# BaF3 parental = parental Ba/F3 cell viability inhibition, counter-screen for JAK2V617F inhibitor project, murine pro-B, CellTiter-Glo luminescence | AID 1486, 2009 | inhibition, % at 5.6 µM | hit rate 1.1% among 220,000 | CellTiter-Glo ATP luminescence;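 active means inhibition above a per-campaign cutoff, the mean inhibition of all tested compounds plus 3 SD, cut at about 27% in these data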;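 further: 0% = DMSO wells and 100% = JAK Inhibitor I control wells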
# NPY-Y2 PAM-ag = NPY-Y2 potentiators or agonists, primary screen, cell-based; Neuropeptide Y receptor type 2 (Homo sapiens), P49146; cells expressing NPY-Y2, potentiator/agonist read-out; activation, % at 3.6 µM; hit rate 0.45% among 220,000; in the data active means activation above about 27%;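 further: cells stimulated with NPY near EC25 plus isoproterenol at EC100; 0% = vehicle plus submaximal agonist and 100% = vehicle plus saturating agonist; some results beyond the cut were filed as inactive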
# Target sequence (P49146 whole entry, looked up): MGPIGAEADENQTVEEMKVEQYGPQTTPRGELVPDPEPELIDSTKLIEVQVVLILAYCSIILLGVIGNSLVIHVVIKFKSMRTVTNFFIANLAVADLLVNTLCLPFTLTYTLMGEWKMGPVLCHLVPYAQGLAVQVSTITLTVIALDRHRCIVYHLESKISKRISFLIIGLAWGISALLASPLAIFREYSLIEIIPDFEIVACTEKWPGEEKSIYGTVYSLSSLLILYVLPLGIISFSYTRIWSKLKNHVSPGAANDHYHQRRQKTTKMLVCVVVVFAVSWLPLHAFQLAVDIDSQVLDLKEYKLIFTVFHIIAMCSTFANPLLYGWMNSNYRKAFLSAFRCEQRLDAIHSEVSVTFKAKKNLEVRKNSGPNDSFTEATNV
# NPY Y1 blocker = NPY-Y1 receptor antagonists, primary screen, cell-based; HEK293-CNG Y1 cells, membrane potential fluorescence; NPY at EC95, then isoproterenol; AID 1040, 2008; Neuropeptide Y receptor type 1 (Homo sapiens), P25929; hit rate 1% among 200,000; inhibition, % at 3.6 µM;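 active means inhibition above the campaign mean inhibition of all tested compounds plus 3 SD, cut at about 20% in these data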;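 further: 0% = DMSO wells given NPY plus isoproterenol and 100% = isoproterenol alone without NPY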
#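 Material: HEK293 Y1/CNG channel cell line | Also added: NPY (25 nM), isoproterenol (1 µM), Ro 20-1724 (25 µM) | Compound: One concentration, 3.6 µM, in 0.4% DMSO | Schedule: 3 h dye uptake, 1 h room-temperature compound, 45 min post-isoproterenol | Signal: Membrane-potential fluorescent dye readout | Read-out: % inhibition of NPY effect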
# CHOP inh = inhibitors of CHOP promoter induction, primary screen, cell-based, unfolded protein response, luciferase reporter. CHO-K1 CHOP-promoter luciferase, tunicamycin-induced, 15-18 h. inhibition, % at 10 µM. hit rate 3.8% among 220,000. AID 2732, 2010;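 active means compounds that reduced the stress-induced luciferase reporter signal by more than about 70% of percent inhibition, limit read from the data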;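 further: 0% = tunicamycin plus vehicle and 100% = wells without tunicamycin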
# Starred values were filed as active, the others as inactive; nt = not tested or not shown; & = joins results of further samples.
# Below each SMILES – Ba/F3 V617F tox	NCF1 inh	NPY1 pot ag	S1P4 antag	S1P4 ag	BaF3 parental	NPY-Y2 PAM-ag	NPY Y1 blocker	CHOP inh
> Nc1ccc2oc(=O)c3ccccc3c2c1
 : -3	-9	6	1	-3.5	6	-1	-2	-6
> CC(C)OCCCNS(=O)(=O)c1ccc2ccccc2c1
 : -2	-3	22	-13	2.8	5	-7	10	33
> Cc1occc1-c1nnc(SCC(=O)N(C)CCC#N)n1N
 : 0	2	-5	-6	-0.3	9	-2	0	-4
> Cc1cc(C)c2c(-n3cccc3)c(C(=O)O)sc2n1
 : 0	-4	-51	5	1.9	0	-27	13	21
> O=[N+]([O-])c1ccccc1CNC1CCCc2ccccc21 (stereo not given)
 : -2	-3	14	-8	1.7	2	17	-2	19
> O=C(NNC(=S)NCCCN1CCOCC1)c1ccncc1
 : -3	-1	5	-19	2.2	1	-3	-3	-9
> Cc1ccc(Cn2c(CN3CCN(C(=O)c4ccco4)CC3)nc3c2c(=O)n(C)c(=O)n3C)cc1
 : -3	-2	-22	-2	-3.1	1	17	6	12
> O=C(CSc1nc2ccc([N+](=O)[O-])cc2[nH]1)c1ccc2ccccc2c1
 : 0	-13	-25	-12	1.3	5	-23	6	47
> CCN1CCN(C(=O)C(NS(=O)(=O)c2ccc3nc(C)sc3c2)C(C)C)CC1 (stereo not given)
 : -1	-2	-9	-10	0.5	3	-9	-1	-23
> O=C(O)/C=C/C(=O)Nc1ccc(-n2ccc(C(F)(F)F)n2)cc1
 : 0	-4	6	-8	-1.2	4	15	nt	-5
> O=[N+]([O-])c1ccc(/C=N/NC(=S)Nc2ccccc2C(F)(F)F)o1
 : 3	6	0	-2	1.3	6	-8	-5	27
> CC(=O)Nc1ccc(S(=O)(=O)N2CCCC2C(=O)Nc2ccc3c(c2)OCCO3)cc1 (stereo not given)
 : -3	1	21	7	-0.1	4	-17	-4	0
> O=C(CC1NC2CCCCC2NC1=O)Nc1cccc(C(F)(F)F)c1 (stereo not given)
 : -5	-6	1	6	2.0	-1	7	4	16
> Cc1ccc(C)c(NC(=O)c2sc(Cl)nc2-c2ccccc2)c1
 : -4	2	4	-2	-3.9	2	-20	8	-17
> COc1ccc(C2C(=O)N(C3CCCCC3)CC(=O)N2Cc2ccco2)cc1 (stereo not given)
 : 1	-2	-15	-7	0.2	1	-3	7	1
> CCCOc1ccc(/C=N/NC(=O)CSCc2ccc([N+](=O)[O-])cc2)cc1OCC
 : 2	-39	-17	-19	-3.9	7	-17	3	49
> C=CCNC(=O)/C(=C\C=C\c1ccccc1)NC(=O)c1ccc(OCCCC)cc1
 : 2	-3	-32	-2	-1.9	2	-23	3	-8
> O=C(NCc1cccs1)N[C@@H](Cc1ccccc1)C(=O)O
 : 3	-21	-1	-10	1.0	3	-2	-4	17
> C=C(C)CC1Nc2ccccc2NC1CC(=C)C (stereo not given)
 : -2	-31	5	-20	-1.9	2	-9	0	52
> Cc1c(C(=O)Oc2ccc(Cl)cc2)n(C)oc1=O
 : 2	-3	-2	6	0.9	-2	3	nt	9
> O=C(c1ccc(Cl)cc1)c1ccc(OCC(=O)N2CCOCC2)cc1
 : 3	-24	2	10	0.8	4	2	1	25
> CC(=O)NCCCCCCNC(C)=O
 : 0&-5	-3&-9	7&18	-18&3	0.8&2.0	6&-5	13&-5	-2&5	20&8
> CCCCOCCCNC(=O)CCCOc1ccccc1
 : -1	-6	-17	-17	-1.8	3	-12	8	-7
> CC(=C\C(=O)O)/C(=C/c1ccc(C)o1)C(=O)O
 : -3	-7	-8	-11	2.4	2	7	4	-5
> CC1(c2ccccc2)NC(=O)N(CC(=O)N2CCOCC2)C1=O (stereo not given)
 : -6	-9	0	-16	2.3	-2	13	-1	19
> CC(C)=CCN1CCN(Cc2cnc(N3CCOCC3)s2)CC1CCO (stereo not given)
 : 2	-10	13	-6	1.7	3	4	0	-17
> CN1CCN(C(=O)CCc2nc3ccccc3c(=O)[nH]2)CC1
 : 0	8	18	-7	3.2	8	2	0	-9
> Cc1ccc(-c2nnc(-c3ccc(Br)cc3)o2)o1
 : -2	-5	-13	-4	2.5	7	-10	1	51
> Cc1ccc(OCC(=O)NCC(=O)n2nc(C)cc2C)cc1
 : 0	6	2	10	0.5	6	-6	8	2
> COCCCNc1nc2ccccc2nc1NS(=O)(=O)c1ccc(C)cc1C
 : 3	3	2	-22	-2.2	0	-3	nt	23
> Nc1ccccc1C(=O)NNC1=C(C(=O)C(F)(F)F)CCC1
 : -1	-6	9	-12	-0.3	3	-3	nt	6
> COc1ccccc1NC(=O)CNC(=O)c1ccccc1
 : -3	-4	17	-2	3.0	-1	17	-4	-18
> C=C(C)COc1ccc(-c2ncncc2Oc2ccc(OC)cc2)c(O)c1
 : 4	-19	-39	5	0.8	6	-29	9	34
> CCOC(=O)c1ccccc1OCc1cc(/C=N/NC(=O)c2cccnc2)ccc1OC
 : 3	-12	-4	-3	1.8	3	6	nt	-4
> COc1ccc(NS(=O)(=O)c2cccc(Cl)c2Cl)cc1S(=O)(=O)N1CCCCC1
 : 22	-6	7	6	-1.2	1	-3	-2	16
> CCSc1nnc(NC(=O)CSc2nncc(=O)n2N)s1
 : -1	-15	7	4	1.2	0	1	-2	24
> COC(=O)C1CC(O)CN1C(=O)c1ccco1 (stereo not given)
 : -1	-15	16	-5	0.6	6	5	-2	20
> COc1cccc(C(=O)NC(=S)Nc2nnn(C)n2)c1
 : -3	1	8	-16	2.2	3	-11	0	39
> Brc1ccccc1-c1nnc2sc(Cc3ccccc3)nn12
 : 1	-4	16	0	2.0	3	-6	-2	62
> CCCC1=C/C(=C/c2ccc(-c3ccccc3OC)o2)C(=O)O1
 : -2	-31	-5	9	2.5	2	-1	5	28
> Cc1ccc(C(=O)COC(=O)c2ccc3c(c2)C(=O)N(c2cccc4ncccc24)C3=O)cc1
 : 1	84*	5	-29	2.0	8	7	1	39
> C/C(CC(=O)Nc1cc(Cl)ccc1Cl)=N\NC(=O)c1ccccc1Br
 : 5	0	-9	-17	-0.6	10	-3	-3	14
> CC[n+]1c(/C=C/C=C/N(C(C)=O)c2ccccc2)sc2cc(OC)ccc21
 : 0	-259	19	2	0.7	5	-2	4	0
> COc1ccc(OC)c(-n2c(SCC(=O)Nc3cc(C)on3)nnc2-c2c[nH]c3ccccc23)c1
 : -2	-22	-2	-8	0.7	4	9	3	15
> CC(=O)c1cnn(-c2ccc(Cl)cc2)c1C
 : -1	13	4	-5	1.7	0	7	nt	-6
> CCOC(=O)Cc1[nH]nc2c1C(Cc1ccccc1)C(C#N)=C(N)O2 (stereo not given)
 : -3	-3	12	-4	2.1	-2	4	nt	26
> COc1ccccc1C1OC2=C(Nc3ccc([N+](=O)[O-])cc3N2)C1=O (stereo not given)
 : -3	-8	13	-16	1.4	-1	2	nt	0
> O=C(CSc1nc2c(sc3ccccc32)c(=O)n1CCCN1CCCC1)NCC1CCCO1 (stereo not given)
 : -2	13	-1	-11	-0.8	3	5	10	-11
> CC(C)(C)c1ccc(C(CC(=O)O)NC(=O)c2ccccc2F)cc1 (stereo not given)
 : 3	-3	-12	4	-0.7	3	-16	12	-9
> CC(=O)N1C(=O)/C(=C2\SC(=S)N(NC(=O)c3ccc(O)cc3)C2=O)c2ccccc21
 : -5	-154	-4	-12	0.1	-3	-3	-1	7
> O=C(Cc1cn2ccsc2n1)NCCc1ccc(F)cc1
 : 8	-2	-4	-26	0.6	2	-20	-1	7
> O=C(CCN1C(=O)C2C3C=CC(C3)C2C1=O)N1CCCCC1 (stereo not given)
 : 3	-4	4	1	-1.0	8	1	2	0
> O=C(CSc1nc2c(c(=O)n1-c1ccc(Cl)cc1)SCC2)NCC1CCCO1 (stereo not given)
 : 4	-6	1	8	-0.9	7	7	8	1
> O=C1Nc2ccccc2Nc2ncccc21
 : 4	-47	6	-19	-0.1	5	11	-1	25
> CC(C)C/C=C1\CCc2c([nH]c3ccccc23)C1=O
 : 0	-1	-8	15	1.2	5	-12	2	12
> CCOC(=O)CNc1c(-c2ccc(O)cc2)nc2ccccn12
 : -2	-18	-2	-2	1.4	2	-2	7	12
> CN1C(=O)/C(=C\C(=O)c2cccs2)c2ccccc21
 : 1	4	2	40*	-0.7	7	-13	-6	-24
> NNC(=O)c1nn(-c2ccc(Cl)cc2)ccc1=O
 : -3	-10	2	-4	-1.0	-3	0	1	12
> Cc1ccc(CN2CCN(/N=C/c3cccnc3)CC2)cc1
 : 2	-10	-9	-10	-1.6	5	1	8	7
> CCOC(=O)CC(=O)CSc1nc(C)cc(C)c1C#N
 : 1	-14	2	-27	0.0	2	-8	10	15

# Other structures:
# Below each SMILES – Ba/F3 V617F tox	NCF1 inh	NPY1 pot ag	S1P4 antag	S1P4 ag	BaF3 parental	NPY-Y2 PAM-ag	NPY Y1 blocker	CHOP inh
> CC(C)(C)c1ccc(-c2nnc(SCCN3C(=O)c4ccccc4C3=O)o2)cc1
 : 1	2	-20	19	-0.8	1	-17	7	60
> Cc1nnc(SCC(=O)NCCOc2ccc(Cl)cc2)n1-c1ccccc1
 : 0	-3	-4	-6	-1.8	1	4	3	-2
> CC(=O)Nc1ccc(S(=O)(=O)NC2(C(F)(F)F)C(=O)Nc3c2c(=O)[nH]c(=O)n3Cc2cccnc2)cc1 (stereo not given)
 : -1	8	1	-11	0.3	6	7	5	14
> Cc1ccc(Nc2nc(-c3ccncc3)nc3ccccc23)cc1
 : -1	-14	7	-1	0.9	1	7	nt	-12
> Oc1ccc(/C=N/Nc2ncc(Br)cn2)c(O)c1
 : 15	-5	-21	-14	4.0	18	6	1	54
> CCC1(C)Cc2c(sc3nc4n(c(=O)c23)CCCS4)CO1 (stereo not given)
 : -6	nt	8	-19	-0.2	0	4	-1	nt
> O=C(CC1C(=O)OCN1C(=O)OCc1ccccc1)OCC(=O)c1ccccc1 (stereo not given)
 : -3	-3	12	11	-1.1	2	22	19	29
> COc1ccc(C(=O)CSc2nnc(NC(=O)C3CC(=O)N(c4cccc(OC)c4)C3)s2)cc1 (stereo not given)
 : 0	-10	-1	-1	1.4	8	10	-1	20
> Cc1c(Cl)cccc1NC(=S)N1CCOCC1
 : 2	-11	3	-15	-0.1	0	0	-1	15
> Cc1[nH]c(=O)[nH]c(=O)c1S(=O)(=O)N(CC(C)C)CC(C)C
 : 3	10	-14	8	1.7	5	3	8	-1
> Cc1cccc(N2C(=O)CC(Sc3nc(C)c4c(n3)CCCC4)C2=O)c1 (stereo not given)
 : -2	0	-4	2	-0.3	3	5	3	-2
> COc1cccc(/C=N/NC(=O)CNC(=O)c2ccc(S(=O)(=O)N3CCOCC3)cc2)c1OC
 : 3	-1	-6	-14	0.5	1	-2	-1	14
> CC(=O)Nc1nc(-c2cccs2)cs1
 : -5	-1	14	-9	3.1	4	-2	-4	-13
> Cc1noc(C)c1S(=O)(=O)N1CCCC(C(=O)Nc2ccc(Cl)cn2)C1 (stereo not given)
 : -2	-3	19	-9	0.4	0	12	-9	14
> COC(=O)c1cc(=O)n(CCc2ccccc2)c(=Nc2ccc(F)cc2)s1
 : 6	-5	-12	7	-4.2	1	-12	2	5
